APP 5UTR inh – APP translation inhibition; AID 1285; inhibition, % at 2 µM; SH-SY5Y APP 5'UTR-luciferase reporter, luminescence; actives 0.82% (n = 190,000);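 active = inhibition above a set limit, derived from the sample mean plus 3 SD, cut at about 45% in these data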; also: values of inactives mirror those of a sister screen read the other way
Redox H2O2 prof – compounds producing H2O2 with reducing agent – biochemical, NIH compound library profiling, artefact control for MLSCN library redox annotation, primary screen | DTT-dependent redox cycling H2O2, phenol red/HRP absorbance; 100% = 100 µM peroxide control, 0% = buffer | activation, % at 10 µM | actives 0.03% (n = 200,000);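 active = activation of at least 50% relative to the plate's high and low controls in the primary single-dose screen; inactive = activation below 50%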;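 also: compound incubated with DTT at 0.8 mM final as the reducing agent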
G6PDH counter – inhibits Leuconostoc G6PDH, flagging false hits in G6PDH-based assays | Purified L. mesenteroides G6PDH, diaphorase/resazurin coupled fluorescence, 45 min | inhibition, % at 5 µM | actives 0.12% (n = 200,000); in the data active = inhibition above about 50%
FLuc act counter – firefly luciferase counter-screen for stimulation assays. activation factor at 10 µM. ATPlite luciferase biochemical, luminescence, 10 min; 0 = ATP-free wells, 1 = DMSO control. 200,000 tested, under 10 active. AID 1027. P08659;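 active = luciferase activation factor, scaled between plate controls, of at least 2 with compound at 10 µM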
Target sequence (P08659 whole entry, looked up): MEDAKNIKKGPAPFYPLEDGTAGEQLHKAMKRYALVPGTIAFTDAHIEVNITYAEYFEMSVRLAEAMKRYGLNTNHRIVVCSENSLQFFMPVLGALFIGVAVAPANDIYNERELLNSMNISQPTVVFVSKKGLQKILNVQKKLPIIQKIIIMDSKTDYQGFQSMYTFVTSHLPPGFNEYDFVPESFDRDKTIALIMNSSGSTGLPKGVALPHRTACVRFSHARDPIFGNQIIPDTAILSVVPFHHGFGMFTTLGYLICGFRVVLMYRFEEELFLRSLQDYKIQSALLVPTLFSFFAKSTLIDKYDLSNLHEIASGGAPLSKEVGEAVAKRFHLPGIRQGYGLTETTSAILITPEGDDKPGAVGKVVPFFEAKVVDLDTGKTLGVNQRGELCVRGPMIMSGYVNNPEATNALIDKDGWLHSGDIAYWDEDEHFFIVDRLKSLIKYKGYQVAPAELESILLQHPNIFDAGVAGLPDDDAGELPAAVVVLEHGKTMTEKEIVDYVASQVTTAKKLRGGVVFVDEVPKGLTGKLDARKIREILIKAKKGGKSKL
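System: Luciferase/luciferin detection reagent, cell-free biochemical luciferase assay | Medium: PBS buffer for ATP | Dosing: Test compounds dosed from 2 mM stocks in 100% DMSO | Timing: 10 min at ambient temperature | Signal: Luminescence measurement of luciferase light output | Evaluation: Luciferase activation, seen as luminescence increase over controls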
NF-kB neuron act – compounds increasing NF-kB expression in human neuronal cells; NF-kB reporter expression; hits give high values; fold change at 12.5 µM; actives 1.6% (n = 190,000); in the data active = fold change above about 3.3
HMGR II inh – E. faecalis class II HMG-CoA reductase inhibition. AID 1066. actives 0.41% (n = 190,000). purified E. faecalis HMGR, NADPH absorbance 340 nm kinetic. inhibition, % at 10 µM;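 active = inhibition above a set limit, the median over all tested compounds plus 3 SD, cut at about 9.5% in these data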;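 also: enzyme runs in reverse so mevalonate oxidation gives rising NADPH absorbance; 0% = complete reaction with DMSO and 100% = background rate lacking mevalonate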
STAT1 activator – STAT1 signaling activation. NIH 3T3 STAT1-luciferase reporter, IFN-gamma, luminescence; 100% = IFN-gamma alone, no compound. activation (% of control), % at 5.5 µM. actives 2.6% (n = 200,000). AID 932;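 active = activation above the screen-wide mean activation plus 3 SD, cut at about 130% in these data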;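 also: raw ratio to IFN-gamma control signal so 100% means no change and 0% no light; values of inactives mirror those of a sister screen read the other way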
Hsp70 act – Hsp70 transcriptional activation, primary screen; activation, % at 10 µM; actives 0.04% (n = 200,000); HeLa Hsp70 promoter luciferase reporter, luminescence; scaled: vehicle 0, proteasome-inhibitor control 100%; AID 1203;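 active = activation above the mean across all tested compounds plus 3 SD, cutoff set per campaign, cut at about 5.5% in these data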;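 also: 100% = MG132 at 30 µM as the positive control and 0% = DMSO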
FLuc inhib CS – Photinus pyralis luciferase inhibition counter-screen | P08659 | actives 1.5% (n = 200,000) | AID 1006 | inhibition, % at 10 µM | ATPLite firefly luciferase biochemical luminescence, 10 min;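 active = inhibition above about 50% when tested at 10 µM, limit read from the data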
APP 5'UTR act – activates APP 5'UTR luciferase reporter; SH-SY5Y APP 5'UTR luciferase reporter, luminescence; zero percent = DMSO vehicle wells; activation, % at 2 µM; actives 1% (n = 190,000);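 active = activation above a set limit, based on mean plus 3 SD of controls, cut at about 140% in these data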; also: values of inactives mirror those of a sister screen read the other way
* = called active by the depositor.

SMILES	APP 5UTR inh	Redox H2O2 prof	G6PDH counter	FLuc act counter	NF-kB neuron act	HMGR II inh	STAT1 activator	Hsp70 act	FLuc inhib CS	APP 5'UTR act
O=C(Cc1ccc(-n2c(=O)[nH]c3ccccc3c2=O)cc1)N1CCN(c2ccccc2)CC1	-14.9	1.3	-3.2	1	0.88	0.3	96.0	0.0	0.8	14.9
O=C(CCC(=O)N1CCN(C2CCCCC2)CC1)Nc1nnc(C(F)(F)F)s1	-8.0	0.0	6.2	1.1	1.08	-5.3	95.5	-0.3	-6.3	8.0
CCn1c(SCC(=O)O)nnc1-c1cc2c(C)nn(-c3ccccc3)c2s1	8.3	0.6	12.9	0.8	1.13	2.4	98.5	-0.3	21.3	-8.3
O=C(CNC(=O)c1ccc(Br)o1)NCc1ccc2c(c1)OCO2	-4.8	-3.7	2.1	1.1	1.14	-6.5	102.6	-0.5	-6.0	4.8
CNC(=S)Nc1ccc(C23CC4CC(CC(C4)C2)C3)cc1	9.3	0.4	11.4	1	1.45	-11.5	104.5	-0.5	-2.1	-9.3
COc1ccc(O)c(/C=N/NC(=O)c2c(C)nnn2-c2nonc2N)c1	41.4	-1.2	1.6	1	1.06	2.2	101.4	-0.5	-3.1	-41.4
CC1CCCCN1CCNC(=O)c1ccc2c(=O)n(CCc3ccccc3)c(=O)[nH]c2c1 (configuration not stated)	-21.2	0.4	1.0	1.1	1.01	-0.4	105.8	-0.2	-9.4	21.2
CCCCNC(=O)CN(c1cccc(Br)c1)S(C)(=O)=O	0.4	1.4	-6.7	1.1	1.55	-7.4	99.0	-0.3	-6.8	-0.4
NC(=O)C(=O)NCCCN1CCOCC1	-1.7	-0.2	8.8	1.1	1.15	0.7	107.6	-0.1	-8.0	1.7
O=C(Nc1ccc2oc(-c3ccc4ccccc4c3)nc2c1)c1ccc2c(c1)OCCO2	-23.8	-6.7	1.6	1	1.37	-6.9	118.8	-0.5	-4.5	23.8
COc1c(C)cc(Br)cc1C(=O)Nc1cccc(NC(=O)c2ccco2)c1	11.5	-2.9	-4.3	1.1	0.38	0.5	100.3	-0.3	-5.7	-11.5
Cc1ccccc1OCC(=O)NNC(=S)NC(=O)c1ccco1	0.1	-1.1	-2.4	1	0.88	2.8	95.1	-0.4	-2.8	-0.1
Cc1ccc(S(=O)(=O)N2CCC(C(=O)OCC(=O)N3CC(=O)Nc4ccccc43)CC2)cc1	-7.8	2.2	2.3	1	1.02	-0.1	105.6	-0.1	-2.4	7.8
O=C(CC1c2ccccc2Oc2ccccc21)N1CCN(c2ccccn2)CC1	-4.8	1.3	3.6	1	0.98	-4.9	97.4	-0.2	-2.6	4.8
O=C(c1ccc(C(F)(F)F)cc1)N1CCC(=O)N(C(COCc2ccc(Cl)cc2)Cc2ccccc2)CC1 (configuration not stated)	-3.9	1.9	14.8	1.1	0.68	-4.8	96.7	-0.2	-9.8	3.9
CCN(CC)S(=O)(=O)c1ccc(/C=C/C(=O)O)cc1	24.9	-1.5	6.1	1.1	1.27	4.0	94.5	-0.5	-6.2	-24.9
O=C(O)Cn1cc(C(=S)N2CCCCC2)c2ccccc21	-10.5	0.2	8.3	1	1.08	2.1	92.5	1.9	2.5	10.5
CC(Oc1ccc(Cl)cc1Cl)C(=O)Nn1cnnc1 (configuration not stated)	-4.1	-0.5	0.7	1.1	1.15	0.0	99.6	-0.2	-10.0	4.1
Cc1ccc(C(=O)N/C(=C\c2ccc(C(C)C)cc2)C(=O)NCCCN2CCOCC2)cc1	11.4	-0.8	6.1	1	1	-2.7	94.1	0.0	-2.0	-11.4
CN(CC(O)COc1ccccc1F)C1CCCCC1 (configuration not stated)	5.0	-0.4	-8.0	1.1	1.22	-0.2	92.0	-0.2	-5.4	-5.0

Arranged by molecular weight (largest number first): part of the list above
SMILES	APP 5UTR inh	Redox H2O2 prof	G6PDH counter	FLuc act counter	NF-kB neuron act	HMGR II inh	STAT1 activator	Hsp70 act	FLuc inhib CS	APP 5'UTR act
COc1c(C)cc(Br)cc1C(=O)Nc1cccc(NC(=O)c2ccco2)c1	11.5	-2.9	-4.3	1.1	0.38	0.5	100.3	-0.3	-5.7	-11.5
Cc1ccccc1OCC(=O)NNC(=S)NC(=O)c1ccco1	0.1	-1.1	-2.4	1	0.88	2.8	95.1	-0.4	-2.8	-0.1
CCN(CC)S(=O)(=O)c1ccc(/C=C/C(=O)O)cc1	24.9	-1.5	6.1	1.1	1.27	4.0	94.5	-0.5	-6.2	-24.9

Going on with the list.
SMILES	APP 5UTR inh	Redox H2O2 prof	G6PDH counter	FLuc act counter	NF-kB neuron act	HMGR II inh	STAT1 activator	Hsp70 act	FLuc inhib CS	APP 5'UTR act
CC1=NN(C(=O)CCCc2ccccc2)C(O)(C(F)(F)F)C1 (configuration not stated)	-7.0	0.1	10.7	1	1.32	-2.7	101.3	0.0	0.6	7.0
O=C(Cc1ccc(Cl)cc1)Nc1ncc([N+](=O)[O-])s1	-38.6	0.3	2.5	1.1	1.78	-8.5	97.6	0.6	-5.2	38.6
Cc1ccc(-c2nc(N)s[n+]2-c2ccccc2)cc1	-18.4	-0.4	6.7	0.2	1.25	-5.6	101.0	-0.3	79.7*	18.4
COc1ccc(/C=C2\SC(=S)N(CCCC(=O)NNC(=O)c3ccccc3O)C2=O)cc1	65.0*	-0.2	-4.5	1.1	1.01	-3.5	97.3	-0.1	-5.5	-65.0
CCc1nnc(NC(=O)C2Cc3ccccc3CN2S(=O)(=O)CC)s1 (configuration not stated)	-4.3	-0.9	1.7	1.1	1.29	-4.5	100.5	0.0	-7.1	4.3
Cc1nc(Cl)c2c(n1)N(CC(N)=O)C(=O)CO2	-7.2	0.1	4.1	1	1.1	-3.1	102.5	-0.3	-4.4	7.2
CCOC(=O)C(C)(C)N(Cc1ccccc1C)S(=O)(=O)c1ccc(Cl)c([N+](=O)[O-])c1	32.3	0.1	1.4	1.1	1.01	-6.4	105.2	-0.5	-8.2	-32.3
CCN(CC)c1ccc(NC(=O)c2cnn(CC)c2)cc1	-43.7	1.3	3.6	0.9	0.93	-10.7	108.9	0.0	5.0	43.7
CCCn1nnnc1NCc1ccccc1OCc1cccs1	1.5	-3.0	0.9	1.1	1.06	2.7	106.0	-0.1	-6.5	-1.5
COc1ccc(C(=O)On2c(-c3ccc(Br)cc3)nc3ccccc3c2=O)cc1	2.6	0.4	7.2	1	0.84	2.7	98.8	-0.3	-4.5	-2.6
CC1=CCC2C(=O)N(c3ccc(C)cc3)C(=O)C2C1 (configuration not stated)	26.0	0.3	4.9	1	1.41	-4.4	102.1	0.4	-3.3	-26.0
CCOC(=O)c1c(NC(=O)CN2C(=O)NC3(CCC(C)CC3)C2=O)sc(C)c1-c1ccc(C)cc1 (configuration not stated)	-6.6	0.4	12.2	1.1	0.95	-1.7	96.5	0.3	-5.3	6.6
CCc1ccc(CNc2ccc(O)cc2)cc1	-21.6	0.8	48.2	0.9	1.06	-2.5	97.1	-0.4	5.3	21.6
COCc1cc(C)nc(N2CCOCC2)c1C#N	-2.1	-0.7	2.5	1	1.36	-4.1	108.7	-0.2	-4.1	2.1
Cc1cc(C(=O)N/N=C/c2cccc([N+](=O)[O-])c2)c(C)o1	0.7	-5.1	2.5	1	1.03	0.7	103.5	-0.1	3.8	-0.7
Cc1ccc(N=C2NC(=O)/C(=C/c3cn(C)c4ccccc34)S2)cc1C	11.5	-0.3	12.0	1	1.01	-9.5	100.7	0.0	-1.7	-11.5
COCCN(Cc1cc2cc3c(cc2nc1Cl)OCO3)C(=O)Nc1ccc(F)cc1	-2.1	2.8	-22.1	1	0.8	5.1	84.6	0.0	-0.8	2.1
CN1CCN(c2ccc(NC(=O)c3sc4ccccc4c3Cl)cc2)CC1	-182.5	0.1	-5.2	0.6	2.71	0.7	114.6	0.2	36.8	182.5*
CCn1c(CSc2ncccn2)nnc1SCC(=O)N1c2ccccc2CC1C (configuration not stated)	4.0	1.9	31.6	1	0.89	1.0	101.4	-0.1	-0.8	-4.0
COc1ccc(Cn2cccc(NC(=O)Nc3ccc(C#N)cc3)c2=O)cc1	-0.4	5.3	13.1	1	0.95	-0.9	95.3	-0.3	-2.4	0.4
CS(=O)(=O)N(Cc1ccccc1)c1ccc(C(=O)NCCSc2ccccn2)cc1	17.6	0.1	-0.4	1	0.91	-2.8	99.8	-0.3	-1.7	-17.6
COc1cc(C(=O)NCCC(C)C)ccc1OCc1ccc(Cl)cc1Cl	0.4	0.1	2.1	1.1	1.04	-6.2	99.9	-0.3	-5.0	-0.4
Cc1nc2ncnn2c(C)c1CCC(=O)N1CCN(C(=O)c2ccco2)CC1	-9.7	0.2	-2.7	1	0.92	3.6	90.2	0.4	-4.5	9.7
COc1ccc(OC)c(C2=NOC(C(=O)NCC3CCCO3)C2)c1 (configuration not stated)	-5.1	0.1	15.1	1	0.96	1.1	92.9	-0.2	2.7	5.1
O=C(N/N=C\c1ccc(-c2ccccc2[N+](=O)[O-])o1)C1COc2ccccc2O1 (configuration not stated)	-6.8	0.2	-12.1	1.1	0.64	-2.5	95.4	-0.3	-8.0	6.8
O=C(COC(=O)c1c(Cl)cccc1Cl)NC1CCCCC1	14.8	-1.7	2.7	1	1.4	-1.2	105.0	0.2	-0.6	-14.8
CC[n+]1c(/C=C/N(C)c2ccccc2)oc2ccccc21	1.9	0.2	-2.0	1	0.51	-6.0	74.0	-0.3	0.0	-1.9
O=C(CSc1ncnc2scc(-c3ccccc3)c12)N1CCN(Cc2ccc3c(c2)OCO3)CC1	2.2	-0.2	-54.7	1	0.85	-1.2	85.9	-0.3	-1.7	-2.2
Cn1c(SCc2nc3ccccc3s2)nnc1-c1ccc2c(c1)OCO2	-22.4	1.6	-3.5	1	1.94	-2.4	102.1	0.1	-4.5	22.4
Cn1c(CCNC(=O)c2ccco2)nc2cc(NS(=O)(=O)c3ccc(Cl)cc3)ccc21	-0.4	-0.3	-6.1	1.1	0.64	-5.3	93.8	-0.1	-6.6	0.4
O=C(C1=C[C@@H]2[C@H]3C(=O)N(c4ccc(Cl)cc4)C(=O)[C@H]3[C@@H](C(=O)c3ccc(Cl)cc3)N2C=C1)c1ccccc1	3.4	0.7	12.8	1	0.89	3.3	101.2	0.0	1.0	-3.4
COc1ccc(-c2noc(-c3ccoc3C)n2)cc1OC	-61.0	-0.1	3.2	0.8	3.58*	7.7	142.6*	-0.1	18.7	61.0
Cc1ccc(/C(N)=N/OC(=O)/C=C/c2ccccc2)cc1	-6.5	-0.1	1.3	1	2.26	1.5	99.9	0.5	1.3	6.5
CCn1cc(C(=O)Nc2cc(C)ccc2C)c(=O)c2ccc(C)nc21	14.6	-0.4	5.4	1.1	1.07	-7.8	104.9	-0.2	-5.1	-14.6
CCOc1ccc(CN2CCC(=O)NC2=O)cc1	6.5	-0.1	-2.5	1.1	1.21	-0.8	101.8	0.1	-7.6	-6.5
COc1cccc(C=Nc2ccccc2C(=O)Nc2ccccc2)c1O	-9.3	6.9	-2.9	1	1.56	-2.7	110.6	-0.2	-0.6	9.3
COc1ccc(NC(=O)CSc2nnc(Cc3cccn3C)n2CCc2ccccc2)cc1OC	-1.3	-0.8	1.3	1.1	0.92	-3.4	100.9	-0.3	-6.5	1.3
Cc1c(-c2ccncc2)oc2ccc(Br)cc2c1=O	6.8	0.3	-3.1	1	1.56	-2.0	117.8	0.3	3.3	-6.8
CCOc1ccc(-n2nc(C(=O)N3CCN(CC)CC3)c3ccccc3c2=O)cc1	10.6	-4.4	6.0	1	1.79	0.6	102.0	-0.2	-1.0	-10.6
